Bioassay records from PubChem.
M4 ag – CHRM4 agonism in calcium assay. P08173. CHO-K1 hM4/Gqi5, Fluo-8 calcium fluorescence; vehicle 0%, full acetylcholine response 100%. activation, % at 3 µM. hit rate 0.14% among 360,000. AID 624127;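 active = activation above the run mean over all test wells plus 3 SD, cut at about 32% in these data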;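 note: peak over basal fluorescence ratio per well then scaled between controls; 0% = DMSO wells and 100% = acetylcholine at EC100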
Target sequence (P08173 whole entry, looked up): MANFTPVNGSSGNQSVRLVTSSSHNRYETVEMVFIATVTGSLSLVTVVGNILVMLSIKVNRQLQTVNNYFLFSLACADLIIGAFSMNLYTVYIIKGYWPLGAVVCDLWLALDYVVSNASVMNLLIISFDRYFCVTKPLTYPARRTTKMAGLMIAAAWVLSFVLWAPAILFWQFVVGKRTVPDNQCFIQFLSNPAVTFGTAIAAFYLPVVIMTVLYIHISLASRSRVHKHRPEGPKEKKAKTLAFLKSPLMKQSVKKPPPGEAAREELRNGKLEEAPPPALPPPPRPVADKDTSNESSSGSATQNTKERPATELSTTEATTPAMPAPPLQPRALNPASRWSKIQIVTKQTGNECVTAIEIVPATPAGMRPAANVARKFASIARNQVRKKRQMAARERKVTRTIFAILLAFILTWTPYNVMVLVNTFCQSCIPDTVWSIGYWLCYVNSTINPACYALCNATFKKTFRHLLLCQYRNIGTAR
M5 antag – CHRM5 antagonism in calcium assay; P08912; CHO-hM5 cells, Fluo-8 calcium fluorescence, ACh EC80; inhibition, % at 3 µM; hit rate 0.59% among 360,000; AID 624040;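 active = inhibition above a per-plate cutoff, the mean of that plate's test compounds plus 3 SD, cut at about 27% in these data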;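 note: 0% = acetylcholine EC80 with DMSO and 100% = DMSO without agonist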
CRFR2-BP ag – agonists of human CRF-binding protein/CRF-R2 receptor complex. hit rate 0.46% among 350,000. activation, % at 13.2 µM. HEK293 CRF-R2/CRF-BP, calcium dye fluorescence (FLIPR); percent of saturating CRF peptide response;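 active = activation of at least 50%, plus an integration ratio under a set limit after plate pattern correction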;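 note: plate controls were neutral control wells without compound for no effect and CRF at EC100 for full effect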
CHRM5 agonist – CHRM5 agonism in calcium assay | activation, % at 3 µM | hit rate 0.19% among 360,000 | P08912 | AID 624037 | CHO-K1 hM5 cells, Fluo-8 calcium fluorescence; 0% DMSO wells, 100% maximal acetylcholine response;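 active = activation above the run's mean over test compounds plus 3 SD, cut at about 23% in these data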;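 note: signal is peak over basal fluorescence ratio across the kinetic read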
M4 antag – blocks acetylcholine activation of human M4 receptor; CHO-hM4 cells, ACh EC80, Fluo-8 calcium fluorescence; inhibition, % at 3 µM; hit rate 0.73% among 360,000; AID 624125;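 active = inhibition above its plate's cutoff, the mean inhibition of sample wells plus 3 SD, cut at about 27% in these data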;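 note: 0% = acetylcholine EC80 with DMSO and 100% = DMSO without agonist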
CHRM5 PAM – potentiates acetylcholine response at human M5 receptor; AID 624038; CHO-K1 hM5, Fluo-8 calcium, ACh EC20 PAM; 0% = ACh EC20, 100% = ACh EC100; P08912; activation, % at 3 µM; hit rate 0.3% among 360,000;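 active = activation above the run cutoff, the mean activation of all test compounds plus 3 SD, cut at about 18% in these data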
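System: CHO-K1 cell line with stable human muscarinic M5 receptor expression | Also added: EC20 acetylcholine as agonist stimulus | Compound: One concentration, 3 µM final (nominal) | Timing: Fluo-8 loading 80 min at 37 °C plus 30 min room temperature | Measured by: Fluo-8 calcium dye fluorescence, kinetic read | Read-out basis: % activation, ACh-normalized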
CRFR2-BP antag – antagonists of CRF-binding protein/CRF-R2 receptor complex | hit rate 0.59% among 350,000 | inhibition, % at 11.8 µM | HEK293 CRF-R2/CRF-BP, CRF-induced calcium fluorescence;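 active = inhibition of the ligand-induced calcium signal above about 50% at the single tested concentration, limit read from the data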
M4 PAM – CHRM4 positive allosteric modulation | P08173 | hit rate 0.4% among 360,000 | activation, % at 3 µM | CHO-K1 hM4/Gqi5, Fluo-8 calcium fluorescence, ACh EC20; 0% = ACh EC20, 100% = maximal ACh;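 active = activation above its plate's cutoff, the mean activation of sample wells plus 3 SD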; note: some results filed as inactive read as strong as hits
M1 PAM – human CHRM1 positive allosteric modulation; P11229; CHO-K1 hM1, Fluo-8 calcium fluorescence, ACh EC20; 0% = ACh EC20, 100% = maximal ACh; activation, % at 3 µM; hit rate 0.088% among 360,000; AID 588819; in the data active = activation above about 19%, passing the limit was not always enough
Target sequence (P11229 whole entry, looked up): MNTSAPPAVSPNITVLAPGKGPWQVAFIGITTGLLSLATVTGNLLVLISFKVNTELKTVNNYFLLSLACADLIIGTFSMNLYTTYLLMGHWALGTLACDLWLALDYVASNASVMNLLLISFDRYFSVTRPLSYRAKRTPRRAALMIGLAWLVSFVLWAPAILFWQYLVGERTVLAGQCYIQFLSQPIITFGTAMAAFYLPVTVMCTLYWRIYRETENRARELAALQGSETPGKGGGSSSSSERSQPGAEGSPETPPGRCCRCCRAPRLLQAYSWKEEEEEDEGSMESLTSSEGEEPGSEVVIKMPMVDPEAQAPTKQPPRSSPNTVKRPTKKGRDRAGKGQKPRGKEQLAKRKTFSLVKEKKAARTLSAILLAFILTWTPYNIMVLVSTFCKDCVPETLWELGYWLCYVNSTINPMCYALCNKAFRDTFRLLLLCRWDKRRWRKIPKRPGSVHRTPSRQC
Starred values were filed as active, the others as inactive; · = not tested or not shown.

[1] CCCC(=O)C1C(=O)NC(=O)NC1=O
[2] COc1ccc(CN2C(=O)CC(=O)NC2=S)cc1
[3] CCOC(=O)CNC(=O)N1Cc2cc(N3CCOCC3)ccc2-n2nncc2C1
[4] Cn1ncc(Cl)c1C(=O)N1CCC2(CC1)OCCO2
[5] O=c1c2ccccc2nc(-c2ccoc2)n1-c1ccccc1

Compound	1	2	3	4	5
M4 ag	1	1	1	1	1
M5 antag	-7	5	0	-1	-8
CRFR2-BP ag	1.7	1.2	·	1.0	0.2
CHRM5 agonist	1	-1	1	-4	1
M4 antag	5	-3	-11	5	-4
CHRM5 PAM	6	0	-2	-2	6
CRFR2-BP antag	0	-8	·	-17	-14
M4 PAM	13	-2	-2	8	2
M1 PAM	7	13	0	15	9

[6] Cc1ccc2nc(N3CCN(C)CC3)[nH]c2c1
[7] O=C(Nc1cccc(OC(=O)N2CCCCC2)c1)N1CCOCC1
[8] Oc1c(Cl)cc(Cl)cc1CN1CCN(Cc2ccccc2)CC1
[9] O=C1NC(=O)N(Cc2ccccc2)C(=O)/C1=C\c1ccco1
[10] Cc1cccc(C)c1-n1nnnc1C(c1ccccc1)N1CCC2(CC1)C(=O)NCN2c1ccccc1 (stereo not given)

Compound	6	7	8	9	10
M4 ag	1	2	-2	5	1
M5 antag	5	10	5	-4	3
CRFR2-BP ag	-2.8	0.8	-0.8	2.5	·
CHRM5 agonist	-1	4	-3	9	0
M4 antag	-10	-6	5	-13	-8
CHRM5 PAM	-1	-1	-1	-8	-2
CRFR2-BP antag	-1	-2	-33	-40	·
M4 PAM	3	-5	-9	2	-4
M1 PAM	7	4	-8	2	5

[11] CCOP(=O)(OCC)C(O)c1cccnc1 (stereo not given)
[12] Cc1cc(OC(=O)N(C)C)n(-c2ccccc2)n1
[13] Cc1ccsc1C(=O)C1CCCN(Cc2cnc(N3CCCC3)s2)C1 (stereo not given)
[14] COc1ccc(-n2nc(C(=O)NCC(=O)N3CCC4(CC3)OCCO4)c3ccccc3c2=O)cc1OC
[15] c1cncc(C2Nc3cccc4cccc(c34)N2)c1

Compound	11	12	13	14	15
M4 ag	10	0	2	10	1
M5 antag	15	1	1	15	12
CRFR2-BP ag	3.3	-0.9	-2.5	-0.1	1.1
CHRM5 agonist	4	1	-6	0	-2
M4 antag	10	2	-12	2	-1
CHRM5 PAM	-8	3	-7	-7	5
CRFR2-BP antag	-6	14	30	-4	9
M4 PAM	-1	-4	-10	-1	7
M1 PAM	9	11	-6	9	9

[16] CCOP(=O)(C#Cc1ccccc1)C(O)c1ccc(Br)cc1 (stereo not given)
[17] O=c1[nH]c(=O)n(Cc2ccccc2)c(O)c1C=NCCN1CCNCC1
[18] CC12CC1(C)C(=O)N(c1cc(Cl)cc(Cl)c1)C2=O (stereo not given)
[19] CN(C)c1nc(N(C)C)nc(N(C#N)CCCl)n1
[20] COc1cc(O)cc2c1C(=O)OC(C)CCCC(=O)CCC/C=C\2 (stereo not given)

Compound	16	17	18	19	20
M4 ag	15	1	1	0	9
M5 antag	17	-2	2	10	-10
CRFR2-BP ag	-0.8	1.6	0.0	-0.7	-0.2
CHRM5 agonist	-5	-4	-5	-3	1
M4 antag	11	-2	-8	3	-17
CHRM5 PAM	-22	0	4	4	0
CRFR2-BP antag	3	1	6	10	-7
M4 PAM	-20	-8	8	-5	-1
M1 PAM	-5	-28	9	7	3

[21] Oc1ccc2c3c1OC1c4oc5ccccc5c4C[C@@]4(O)[C@@H](C2)N(CC2CC2)CC[C@]314 (stereo not given in full)
[22] CC(=O)NCC1=C(c2cccc3ccccc23)C[C@@H]2CC[C@H]1N2Cc1ccco1
[23] Cc1cc(OC(C)C(=O)NCC2CCC(C(=O)O)CC2)c2c3c(c(=O)oc2c1)CCC3 (stereo not given)
[24] O=C(CCCCCn1c(=S)[nH]c2ccccc2c1=O)N1CCC2(CC1)OCCO2
[25] O=P(Oc1ccccc1)(Oc1ccccc1)c1ccccc1

Compound	21	22	23	24	25
M4 ag	4	1	0	11	-1
M5 antag	4	4	10	-5	3
CRFR2-BP ag	0.0	1.8	0.9	-2.4	-0.1
CHRM5 agonist	-1	1	-6	2	-5
M4 antag	-12	-5	0	-24	-15
CHRM5 PAM	-7	0	-2	-8	-2
CRFR2-BP antag	-4	-4	-15	8	20
M4 PAM	2	-1	8	-4	-8
M1 PAM	-5	-5	7	4	1

[26] OCC[N+]12CCC(CC1)C(C(O)(c1ccccc1)c1ccccc1)C2 (stereo not given)
[27] O=C(c1cc(C(=O)NCc2ccc(Cl)cc2)c(=O)n(Cc2ccc(Cl)cc2)c1)c1cc(F)ccc1O
[28] COC(=O)CCCNC(=O)CN1CC(c2ccccc2)CC1=O (stereo not given)
[29] CC(=O)c1c(O)n(C2CCCCCC2)c(=O)[nH]c1=O
[30] COC(=O)C1=C(c2ccc(S(C)(=O)=O)cc2)C[C@@H]2CC[C@H]1N2C(=O)NCCCOC(C)C

Compound	26	27	28	29	30
M4 ag	0	1	1	1	2
M5 antag	6	-2	-8	-10	6
CRFR2-BP ag	-0.5	-0.9	1.7	-0.2	-2.2
CHRM5 agonist	-18	-1	-4	-1	4
M4 antag	-3	0	-9	0	2
CHRM5 PAM	-9	0	-1	12	7
CRFR2-BP antag	22	-14	0	-11	4
M4 PAM	-33	11	5	18	15
M1 PAM	-17	14	0	5	16

[31] C=CCOC(=O)c1ccccc1N
[32] O=C(CN1CCCCC1)NCC(=O)Nc1ccc(Br)cc1C(=O)c1ccccc1
[33] O=C(C(=O)N1CCOCC1)c1cn(CCCOc2ccccc2)c2ccccc12
[34] Cc1cccc(-n2c(C)nc3ccc(Cl)cc3c2=O)c1
[35] Cc1cccc(NC2=NCCCS2)c1C

Compound	31	32	33	34	35
M4 ag	1	1	13	1	1
M5 antag	-3	-7	21	-6	-2
CRFR2-BP ag	-2.9	-0.2	-0.9	0.5	-1.4
CHRM5 agonist	0	-12	-4	-1	-4
M4 antag	-22	-11	-10	2	-5
CHRM5 PAM	-1	11	-7	2	6
CRFR2-BP antag	-2	-24	-16	-1	-11
M4 PAM	11	11	-7	-1	1
M1 PAM	14	6	-3	12	0

[36] CCN1CCN(c2nc3c(c(=O)[nH]2)CCCC3)CC1
[37] CC12CN3CN(C1)CC(C)(C3)C2=NO
[38] COc1ccc(NC(=O)c2cc([N+](=O)[O-])ccc2N2CCNCC2)cc1
[39] CC12CC[C@H]3[C@@H](CCC4(O)C[C@H](O)CCC34/C=N/NC(=O)c3ccc(O)cc3)C1(O)CCC2C1=CC(=O)OC1 (stereo not given in full)
[40] FC(F)(F)c1ccccc1N1CC1c1ccncc1 (stereo not given)

Compound	36	37	38	39	40
M4 ag	0	1	2	0	5
M5 antag	-7	-3	-19	-3	1
CRFR2-BP ag	0.2	-0.8	11	-1.6	-8.8
CHRM5 agonist	2	0	-1	-4	1
M4 antag	-1	20	-14	4	-6
CHRM5 PAM	7	-4	3	2	-4
CRFR2-BP antag	2	4	-13	-7	9
M4 PAM	26*	-3	3	-2	0
M1 PAM	15	-19	2	12	4

[41] CCC(C)C1(CC)C(=O)NC(=O)N=C1N (stereo not given)
[42] COc1cccc(C(=O)N2CCC3(CC2)OCCO3)c1
[43] COc1ccc(N/N=C/c2c(O)n(-c3ccc(C)c(C)c3)c(=O)[nH]c2=O)cc1
[44] CCCCC(=O)N/N=C/c1c(O)n(CCC2=CCCCC2)c(=O)[nH]c1=O
[45] CCCCN1C(=O)NC(=O)C2(Cc3c(nc4c(C)cccn4c3=O)N3CCc4ccccc4C32)C1=O (stereo not given)

Compound	41	42	43	44	45
M4 ag	2	1	3	0	2
M5 antag	-9	11	10	4	0
CRFR2-BP ag	-1.4	2.9	-0.2	0.1	6.1
CHRM5 agonist	-3	-1	2	-1	2
M4 antag	1	-7	1	6	-9
CHRM5 PAM	5	-8	-1	0	-1
CRFR2-BP antag	10	-7	-25	9	-28
M4 PAM	-1	12	2	-1	-1
M1 PAM	-1	0	3	12	8

[46] CCOC(=O)c1ccc(NC(=O)N2CC3CC(C2)c2cccc(=O)n2C3)cc1 (stereo not given)
[47] Cc1ccc(S(=O)(=O)CC(C)(O)C(=O)Nc2cccc(C(F)(F)F)c2)cc1 (stereo not given)
[48] O=C(C1CC(c2ccc(Cl)c(Cl)c2)=NO1)N1CCC2(CC1)OCCO2 (stereo not given)
[49] O=P(O)(O)/C=C(\Cl)c1ccccc1
[50] CN1C(=O)NC(=O)C(C)(C2=CCCCC2)C1=O (stereo not given)
[51] COC(=O)C(O)(c1c[nH]c2ccccc12)C(F)(F)F (stereo not given)
[52] CCOC(=O)c1c(C)n(Cc2ccc3c(c2)OCO3)c2ccc(O)cc12

Compound	46	47	48	49	50	51	52
M4 ag	1	2	8	0	0	2	3
M5 antag	5	3	0	6	-9	8	-6
CRFR2-BP ag	3.7	0.2	1.8	1.9	-0.2	1.2	-0.7
CHRM5 agonist	-2	1	1	-7	-1	-3	-1
M4 antag	3	1	5	1	-3	-3	12
CHRM5 PAM	2	-5	-8	-2	3	-7	-4
CRFR2-BP antag	-5	-4	-1	-1	4	-8	27
M4 PAM	-3	-2	-2	4	1	-7	15
M1 PAM	-7	-1	-9	4	9	-2	6

The list is partial; rates above refer to the full screens.
